Bioassay records: PubChem, several laboratories
Yeast life ext: compounds extending yeast replicative lifespan, primary screen, S. cerevisiae, OD615; S. cerevisiae growth with nicotinamide; deaD strain in restrictive glucose medium; inhibition of the nicotinamide effect, % at 10 µM; hit rate 0.68% among 130,000; AID 775, 2007;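 active = inhibition above a set limit, placed 3 SD over the median of all compounds, cut at about 26% in these data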;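 also: 0% = nicotinamide-treated wells and 100% = cells grown without nicotinamide; some compounds called inactive have numbers as strong as hits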
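System: Modified budding yeast, DeaD strain | Buffer or medium: Restrictive glucose medium | Also added: 1.5 mM nicotinamide | Doses: 10 µM single point, 0.25% DMSO | Schedule: 48 h compound exposure at 30 °C, humidified | Detection: Absorbance at 615 nm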
NPY Y2 blocker: NPY-Y2 receptor antagonists, primary screen, cell-based; Neuropeptide Y receptor type 2 (Homo sapiens), P49146; NPY-Y2 expressing cells, antagonist mode; inhibition, % at 2.7 µM; hit rate 0.99% among 140,000; AID 793, 2007; in the data active = inhibition above about 17%;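 also: 0% = vehicle with agonist challenge and 100% = reference antagonist with challenge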
Target sequence (P49146 whole entry, looked up): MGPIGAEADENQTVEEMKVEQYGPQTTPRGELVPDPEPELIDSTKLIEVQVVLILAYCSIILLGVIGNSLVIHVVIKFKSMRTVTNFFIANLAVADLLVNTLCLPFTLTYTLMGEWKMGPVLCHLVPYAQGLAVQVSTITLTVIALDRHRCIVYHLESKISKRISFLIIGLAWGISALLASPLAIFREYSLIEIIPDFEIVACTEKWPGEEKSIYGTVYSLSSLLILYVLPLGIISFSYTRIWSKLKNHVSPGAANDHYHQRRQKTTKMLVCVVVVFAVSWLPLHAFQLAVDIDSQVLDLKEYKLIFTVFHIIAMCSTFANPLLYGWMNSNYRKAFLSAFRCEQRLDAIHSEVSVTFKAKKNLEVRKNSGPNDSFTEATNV
bCat KO growth: primary screen for growth suppressors in beta-catenin knockout HCT116 cells (colon tumor, human) | hit rate 1.5% among 140,000 | viability, % at 10 µM | AID 818, 2007 | HCT116 beta-catenin knockout viability, CellTiter-Glo, 60 h; hits give low values;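 active = viability at or under a set limit, the compound median less 4 SD, cut at about 6% in these data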;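 also: 0% = Hyamine 1622 control at 20 µM and 100% = untreated cell control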
E-sel TNF inh: E-selectin induction blockers in HUVEC – imaging, immunofluorescence, high content, primary screen | hit rate 0.71% among 120,000 | inhibition, % at 2 µM | HUVEC TNFa-induced E-selectin immunofluorescence | AID 1246, 2008;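 active = inhibition above the batch mean plus 3 SD, and confirmed as a hit on visual image review, cut at about 43% in these data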;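 also: 0% = TNF-stimulated DMSO wells and 100% = unstimulated control wells; not every result past the cut was called active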
PTEN del growth: growth suppression of PTEN-null HCT116, primary screen, cell-based, CellTiter-Glo. HCT116 PTEN-null viability, 60 h; hits give low values. viability, % at 10 µM. hit rate 1.2% among 140,000. AID 827, 2007;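 active = viability at or below a set limit, 4 SD under the median of all tested compounds, cut at about 3.7% in these data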;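 also: PTEN knockout HCT116 line with beta catenin targeted HCT116 as companion control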
MRP1 act: H69AR viability gain despite doxorubicin, primary screen, MRP-1 activator project, H69AR cells, CellTiter-Glo | viability rescue | viability increase, % at 10 µM | hit rate 0.61% among 140,000 | AID 799, 2007;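 active = viability gain under doxorubicin at or above a set limit, the compound median plus 3 SD, cut at about 4.7% in these data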;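 also: MRP-1 overexpressing cells given doxorubicin 25 µM after compound pretreatment; 18-22 h compound pretreatment then 72 h with doxorubicin before readout; 0% = doxorubicin-only wells and 100% = vehicle-treated cells without doxorubicin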
Phagocyt inh: inhibitors of macrophage phagocytosis, primary screen, imaging, J774A.1 cells, IgG beads; inhibition, % at 5 µM; hit rate 0.07% among 110,000; J774A.1 macrophage IgG-bead phagocytosis;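 active = inhibition above the mean of the plate negative controls plus 5 SD, cut at about 13% in these data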;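 also: phagocytic index as fraction of beads internalized from green versus red external bead signal; plate controls were DMSO negative control for no effect and cytochalasin-D positive control for full effect; some results beyond the cut were filed as inactive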
Measles CPE: compounds protecting cells from measles virus cytopathic effect, primary screen, measles RdRp inhibitor project, single point, MLSMR library, absorbance | Measles virus-infected cells, CPE protection | protection (pct of control), % at 4 µM | hit rate 1.5% among 140,000; in the data active = protection mostly above about 24%, no sharp cut-off; inactive = mostly below about 26%; also: some compounds called inactive have numbers as strong as hits
GALR2 antag: GALR2 antagonists in receptor-expressing cells, primary screen | antagonist mode | AID 828, 2007 | Galanin receptor type 2 (Homo sapiens), O43603 | hit rate 0.39% among 140,000 | inhibition, % at 4 µM; in the data active = inhibition above about 27%;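 also: cells stimulated with galanin 1-16 at roughly its EC80; 0% = agonist challenge control and 100% = basal control without agonist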
Target sequence (O43603 whole entry, looked up): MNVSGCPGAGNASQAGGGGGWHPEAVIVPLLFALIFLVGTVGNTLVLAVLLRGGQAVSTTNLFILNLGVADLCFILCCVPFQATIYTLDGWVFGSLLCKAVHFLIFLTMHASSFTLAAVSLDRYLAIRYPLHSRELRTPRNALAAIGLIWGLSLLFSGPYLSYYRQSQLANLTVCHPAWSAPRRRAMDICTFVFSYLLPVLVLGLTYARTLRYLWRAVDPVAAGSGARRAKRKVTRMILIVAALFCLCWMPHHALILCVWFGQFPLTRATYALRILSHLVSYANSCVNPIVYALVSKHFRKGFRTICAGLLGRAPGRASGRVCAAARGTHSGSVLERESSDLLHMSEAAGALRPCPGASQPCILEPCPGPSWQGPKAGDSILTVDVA
BB579 growth dn: growth inhibitors of yeast BB579 in restrictive medium, primary screen, yeast lifespan-shortening project, S. cerevisiae | inhibition, % at 10 µM | hit rate 0.51% among 140,000 | OD615, 48 h;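 active = inhibition above a set limit, 3 SD over the mean compound inhibition, cut at about 44% in these data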; also: inactives centre near -24
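System: Saccharomyces cerevisiae DeaD strain BB579, replicative lifespan model yeast. Buffer or medium: restrictive glucose-based CSMM-D medium. Doses: one dose, 10 µM compound with 0.25% DMSO. Timing: 4 h preincubation and 48 h exposure at 30 °C. Detection: turbidity as optical density at 615 nm. Benchmarks: amphotericin B 10 µg/mL, positive.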
Numbers without * were called inactive; . = no result given.

SMILES	Yeast life ext	NPY Y2 blocker	bCat KO growth	E-sel TNF inh	PTEN del growth	MRP1 act	Phagocyt inh	Measles CPE	GALR2 antag	BB579 growth dn
Cc1c(NC(=O)CCC2CCCCC2)c(=O)n(-c2ccccc2)n1C	-12.0	1.2	89.0	.	89.6	-0.9	.	29.8	-13.3	-42.4
O=C(Nc1cccc(Cl)c1)C1CCCN(S(=O)(=O)c2ccc(F)cc2)C1 (stereo unspecified)	-7.8	0.6	85.2	-8.7	65.2	-2.9	-0.3	1.3	8.2	-5.2
COCCNC(=O)c1cnn2c1NC(c1ccco1)CC2C(F)(F)F (stereo unspecified)	.	-0.8	93.1	-6.1	96.9	-1.9	.	7.5	1.2	-21.7
CC(C)(C)C(=O)n1nc(-c2ccccc2)oc1=O	4.2	-2.1	89.3	.	99.1	-1.0	-5.3	4.9	-8.7	-30.8
NC(=O)[C@@H]1CCCCNc2c(F)cc([N+](=O)[O-])cc2C(=O)N[C@@H](CCCN=C(N)N)C(=O)NCC(=O)N1	6.9	-2.8	95.9	-4.4	96.7	-1.6	.	8.0	-4.9	-27.5
CCN(CC)S(=O)(=O)c1ccc(N2CCOCC2)c(NC(=O)C23CC4CC(CC(Cl)(C4)C2)C3)c1	5.0	0.9	75.7	.	65.4	-3.1	-3.8	7.9	-15.0	-49.0
COc1ccc(C(=O)NCc2nnc(SCC(=O)NCc3ccc(F)cc3)o2)cc1	1.3	0.4	96.5	6.9	93.3	-2.5	.	2.6	-0.2	-22.2
Cc1cccc(OCC(=O)NCc2ccncc2)c1C	-6.2	0.2	87.5	.	82.8	-2.5	0.5	6.3	-6.3	24.9
COc1ccc(N2CC(=O)N(c3ccc(OC)c(OC)c3)CC2=O)cc1OC	-4.4	2.3	101.1	-8.3	93.4	-0.3	-0.3	2.7	10.0	-27.3
COc1ccccc1NC(=O)CSc1nc(N)cc(N)n1	-12.1	0.0	103.0	-32.8	96.5	-1.4	4.8	1.8	3.6	-0.4
O=C(Nc1cccc2c1CCCC2)c1ccc(Br)o1	-14.9	4.8	100.0	11.3	93.2	0.0	-1.3	3.2	-2.2	-49.5
CCOC(=O)CSC1=C(C#N)C(c2sccc2C)CC(=O)N1 (stereo unspecified)	-3.2	6.3	10.0	.	10.9	-1.1	.	16.9	-3.5	6.9
Cc1nc2ncnn2c(C)c1CCC(=O)NC(C)c1ccc2c(c1)OCCO2 (stereo unspecified)	-2.7	2.3	94.7	18.1	105.1	-1.6	.	9.3	-1.9	-35.4
O=C(N/N=C\c1cn(-c2ccccc2)nc1-c1ccccc1)c1ccc(Br)o1	-20.5	4.6	7.1	11.7	6.6	-3.0	.	8.8	-0.5	-47.1
COC(=O)Cn1c(=NC(=O)c2ccc([N+](=O)[O-])s2)sc2cc(Br)ccc21	-0.6	-1.6	14.9	.	7.7	-4.0	-0.7	2.4	-4.7	-23.2
CC(C)(C)c1ccccc1OCCCCN1CCCC1	-8.2	6.2	74.2	14.4	79.0	-0.4	-1.1	12.9	-22.8	-48.4
CC1C(C)C(O)(c2ccccc2)CCN1C (stereo unspecified)	.	0.7	97.2	-23.1	92.0	-1.2	.	13.2	1.9	-33.8
Cc1ccc(NC(=O)C(OC(=O)c2ccc(C=O)cc2)c2ccccc2)cc1Cl (stereo unspecified)	0.7	0.1	92.8	.	87.2	3.7	3.1	11.7	0.8	-16.7
CC(C)COc1ccc(C(=O)OC2CC(C)(C)OCC2CN(C)C)cc1 (stereo unspecified)	-1.4	23.7*	84.2	-14.0	81.4	-1.2	-0.2	7.1	-11.8	-57.2
COc1cc(/C=C2/NC(=O)N(Cc3ccccc3F)C2=O)ccc1Oc1ccc([N+](=O)[O-])cn1	-3.8	0.0	93.9	.	106.5	-1.2	-8.1	5.5	-1.8	-18.8

Part of the list above, reduced to GALR2 antag, NPY Y2 blocker and Measles CPE:
| SMILES | GALR2 antag | NPY Y2 blocker | Measles CPE |
| --- | --- | --- | --- |
| CCOC(=O)CSC1=C(C#N)C(c2sccc2C)CC(=O)N1 (stereo unspecified) | -3.5 | 6.3 | 16.9 |
| Cc1nc2ncnn2c(C)c1CCC(=O)NC(C)c1ccc2c(c1)OCCO2 (stereo unspecified) | -1.9 | 2.3 | 9.3 |
| O=C(N/N=C\c1cn(-c2ccccc2)nc1-c1ccccc1)c1ccc(Br)o1 | -0.5 | 4.6 | 8.8 |

Continued.
SMILES	Yeast life ext	NPY Y2 blocker	bCat KO growth	E-sel TNF inh	PTEN del growth	MRP1 act	Phagocyt inh	Measles CPE	GALR2 antag	BB579 growth dn
CSCC[C@H](NC(=O)OC(C)(C)C)c1nnc(SCC=C(C)C)o1	-3.3	5.0	97.5	0.3	98.2	0.7	-1.2	3.2	15.1	-56.9
Cc1ccc2c(Cl)cc(Cl)c(OCC(=O)NCc3ccco3)c2n1	-6.1	0.5	57.7	-1.1	52.3	-0.9	-0.7	15.6	-1.4	4.9
CCCc1nn(-c2cc(Cl)ccc2OC)c2c1C(=O)CCC2	-6.1	1.4	94.5	-2.7	91.2	-2.4	.	14.3	-5.2	-7.4
O=c1c2c3c(sc2nc2n1CCCS2)CCCC3	-9.5	-2.0	94.2	.	104.2	-0.7	1.1	16.8	2.3	-34.9
COc1ccc(C(C)NC(=O)c2ccoc2C)cc1OC (stereo unspecified)	-7.3	1.9	100.2	-37.1	101.8	-0.8	-1.4	2.5	-5.2	-15.5
CC(C)(C)C1CCc2c(sc(NC(=O)C3CCCO3)c2C(N)=O)C1 (stereo unspecified)	-14.1	0.0	13.2	-14.0	17.9	-2.6	8.4	19.2	7.1	13.7
Cc1ccc(C(=O)C(NC(=O)c2ccco2)N2CCOCC2)cc1 (stereo unspecified)	-9.4	1.4	89.4	3.4	97.5	-1.0	6.5	8.0	2.6	-25.6
COc1ccc(CCNC(=O)CSc2nncn2N)cc1OC	-1.7	2.5	96.5	-11.0	101.0	0.6	-0.3	14.8	-2.9	-41.8
O=C(NC(CO)c1ccccc1)c1ccco1 (stereo unspecified)	3.5	2.4	98.8	5.0	94.3	-1.1	-0.8	26.6	2.1	-3.8
COCCn1nnnc1CN1CCC(NC(=O)Nc2cccc(OC)c2)CC1	-9.0	0.3	84.2	-1.9	91.1	-0.1	-0.5	20.2	4.9	-30.8

Brought forward from above: two entries, then new ones.
SMILES	Yeast life ext	NPY Y2 blocker	bCat KO growth	E-sel TNF inh	PTEN del growth	MRP1 act	Phagocyt inh	Measles CPE	GALR2 antag	BB579 growth dn
O=C(NC(CO)c1ccccc1)c1ccco1 (stereo unspecified)	3.5	2.4	98.8	5.0	94.3	-1.1	-0.8	26.6	2.1	-3.8
COCCn1nnnc1CN1CCC(NC(=O)Nc2cccc(OC)c2)CC1	-9.0	0.3	84.2	-1.9	91.1	-0.1	-0.5	20.2	4.9	-30.8
CCN(CC)CC#CCC(C)(c1ccccc1)c1ccccc1	-6.4	17.9*	10.0	-50.5	10.0	-2.5	.	5.6	-10.3	27.7
CC1(C)Cc2ccccc2C(NNC(=O)c2cccnc2)=N1	.	-0.4	85.0	11.2	91.8	-3.6	.	4.4	-6.1	-8.2
Cc1cc(CC(C)C)n(-c2nc3ccccc3c(=O)n2OCC(=O)N(C)C)n1	-19.6	5.1	68.2	-10.3	66.5	-2.4	-0.3	10.8	-6.4	-27.4
COC(=O)C1=C(C)NC(C)=C(C(=O)OC)C1c1ccc(OC(=O)c2ccco2)cc1	-5.8	7.0	96.6	-21.5	97.2	-0.8	2.4	3.4	-1.9	-71.0
O=C(NCc1ccco1)c1sc2ccccc2c1Cl	.	7.8	85.8	8.6	100.3	-2.5	.	7.3	-8.0	-17.9
COC(=O)NNC(=O)c1ccc(C(C)(C)C)cc1	2.8	1.9	94.7	0.5	97.2	0.7	-0.2	4.8	3.3	-8.3
Cc1nc2ncnn2c(C)c1CCC(=O)N1CCc2ccccc2C1	-0.8	2.9	89.8	-8.4	90.6	-2.3	1.0	3.0	3.4	29.9
Nc1nc2nc(-c3ccccc3)cc(=O)n2[nH]1	-0.2	2.4	100.7	-9.5	108.7	-0.2	2.8	18.9	-0.6	-43.8
O=C(c1ccc(F)cc1)N1CCC(N2CCCCCC2)CC1	0.7	1.8	92.3	-28.1	104.0	0.9	2.7	16.8	-6.7	-14.2
O=c1oc2ccccc2cc1-c1cn2cccnc2n1	-19.4	-0.3	77.5	.	78.2	-1.4	3.0	5.3	-11.5	53.3*
CC(=O)c1c(N)c(C#N)c(C)n1-c1ccc(Br)cc1	-9.1	2.4	92.4	-19.4	92.1	-1.1	-1.6	19.3	5.8	-27.4
CC1CCCCN1C(=O)C12CCC(C)(C(=O)C1)C2(C)C (stereo unspecified)	-5.4	1.1	95.1	3.3	87.6	-2.5	-0.5	30.5	1.7	-45.8
COC(=O)c1sccc1OC(C)C(C)=O (stereo unspecified)	-1.5	5.3	90.5	-30.2	94.7	-2.0	0.2	23.6	-0.5	-16.3
CC(=O)Nc1ccc(-c2cn3cccnc3n2)cc1	-5.3	-4.1	94.0	.	84.6	-0.6	0.8	14.2	-5.2	-23.4
CCOC(=O)N1CCN(S(=O)(=O)c2cccc3nonc23)CC1	4.5	1.5	87.3	-20.5	98.2	-0.5	-3.5	26.1	-10.4	-29.9
O=C(CSc1nc2ncc(Br)cc2[nH]1)c1ccc([N+](=O)[O-])cc1	-0.8	0.8	67.5	.	62.5	-1.5	-7.5	8.9	-1.6	-23.6
Cn1cccc1CNC1CCCCC1	-2.3	1.0	93.5	-3.2	103.2	-0.7	-0.2	1.0	0.6	-4.5
CCN(CC)CCCNC(=O)c1cc(-c2ccc(Cl)cc2)on1	-3.6	3.3	81.2	.	89.2	-1.0	-3.6	6.1	-9.5	-12.4
CC(C)C(O)P(=O)(OCc1ccccc1)c1ccc(N(C)C)cc1 (stereo unspecified)	-15.6	1.1	100.6	.	90.5	-1.1	-0.9	10.6	3.9	-9.1
COc1ccc(CCn2nnnc2C(c2ccc(Cl)cc2)N2CCN(C)CC2)cc1OC (stereo unspecified)	-16.9	3.1	102.1	1.1	100.7	-0.7	-0.5	6.3	-3.4	26.5
CCc1[nH]c(C)c(C(C)=O)c1C	0.4	5.6	91.4	-28.5	87.8	-1.8	-0.1	9.9	-1.8	-23.4
Cc1ccc(CC(=O)NCCS(=O)c2ccc(Cl)cc2)cc1 (stereo unspecified)	-22.2	3.4	104.4	-31.9	87.5	-2.3	0.0	8.5	9.8	-37.5
Cc1cccc(OCC(=O)N2CCN(C(=O)Cc3ccccc3)CC2)c1	-13.0	6.8	93.5	-7.3	99.2	-1.2	.	9.4	-5.1	-64.5
O=C(COC(=O)c1ccncc1)Nc1cc(Cl)c(Cl)cc1Cl	-22.6	1.3	100.0	3.9	97.7	0.2	.	10.1	-8.2	-45.0
